Mito fusion yeast: mitochondrial division inhibition or fusion activation. Potency, µM (series often up to 46.1 µM), without a hit: top-dose growth rescue (activation), most hits filed as activators. 320,000 compounds, 0.23% hits. S. cerevisiae fusion-defective mutant growth rescue, CellTiterGlo 48 h;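 further: potency means the concentration at half of the fitted maximal effect; % of control where 0% means no effect; nearly all actives have a fitted effect of over 45% in size; temperature-sensitive fusion mutants such as fzo1-1 at 37 °C on non-fermentable ethanol glycerol medium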
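S. cerevisiae fusion-defective temperature-sensitive mutants (e.g. fzo1-1, mgm1-5) grown 48 h at 37C in YPEG (ethanol/glycerol non-fermentable) medium with 23 nl compound per well; growth rescue read as CellTiterGlo luminescence.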
GALK inhibitor: blocks human galactokinase activity | P51570 | Purified GALK, Kinase-Glo residual ATP luminescence | Potency, µM (series often up to 57.5 µM), without a hit: at the highest dose activity change, negative = inhibition, usual class: inhibitors | 270,000 compounds, 0.007% hits | AID 1868; further: potency means the concentration at half of the fitted maximal effect; on the % scale 0 is the no-effect control and ±100 the full control effect
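GALK at 5 nM final was combined with compound, 35 uM ATP and 100 uM galactose in HEPES pH8.0 with MgCl2 and DTT. The reaction ran one hour at room temperature before luminescent ATP detection.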
MBNL1 CUG block: blocks human MBNL1 binding to CUG repeat RNA; TR-FRET MBNL1-His/biotin-(CUG)12 binding, 665/545 ratio; Potency, µM (highest dose often 57.5 µM), for the others: at the highest dose activity change, negative = inhibition, usual class: inhibitors; 280,000 compounds, 0.036% hits; AID 2675; active means well fitted inhibition curve with a large enough effect in the signal ratio, with a control signal flat, not every such curve was filed as active; inconclusive means small, poorly fitted or top-dose-only effect, or effect the other way, or a change in a side signal; inactive means no such curve, though single readings can be large or run the other way; the % refers to the signal ratio; further: potency means the concentration at half of the fitted maximal effect; on the % scale 0 is the no-effect control and ±100 the full control effect
Target sequence (Q9NR56 whole entry, looked up): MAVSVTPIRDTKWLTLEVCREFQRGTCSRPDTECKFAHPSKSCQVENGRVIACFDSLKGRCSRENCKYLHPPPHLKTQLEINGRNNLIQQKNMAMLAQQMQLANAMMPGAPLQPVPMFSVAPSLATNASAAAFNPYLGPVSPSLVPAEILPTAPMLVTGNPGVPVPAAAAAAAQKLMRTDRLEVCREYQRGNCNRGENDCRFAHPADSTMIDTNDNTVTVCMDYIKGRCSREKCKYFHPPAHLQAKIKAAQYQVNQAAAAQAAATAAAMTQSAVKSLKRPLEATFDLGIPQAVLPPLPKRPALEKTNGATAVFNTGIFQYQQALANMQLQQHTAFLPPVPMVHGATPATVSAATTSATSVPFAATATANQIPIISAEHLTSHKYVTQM
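His-tagged MBNL1 binding to biotinylated (CUG)12 RNA was measured by TR-FRET using terbium anti-His antibody (0.055 ng/ul final) and streptavidin-XL665 (5 nM final). Compounds were titrated 92 nM to 58 uM; 60 min at room temperature.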
USP2a block: blocks human ubiquitin-specific protease USP2a. O75604. USP2 core, Ub-CHOP2 coupled fluorogenic reporter, 485/531. Potency, µM (highest dose often 38.3 µM), inactives show at the highest dose activity change, negative = inhibition, most hits filed as inhibitors. 330,000 compounds, 0.01% hits. AID 463254;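 further: potency means the concentration at half of the fitted maximal effect; plate controls were DMSO wells for no effect and full inhibition by NEM control for full effect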
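Deubiquitinase activity read as fluorescence (485/531 nm) after Ub-CHOP2 cleavage activates the enterokinase reporter on its substrate; USP2 core 10nM, Ub-CHOP2 and substrate 25nM each, 30min compound preincubation then 60min RT; data normalized to NEM, curves fitted.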
BCR signal inh: inhibitors of chronic active B-cell receptor signaling | Potency, µM (highest dose often 46.1 µM), inactives show at the highest dose ratio change, negative = lower green/red ratio, usual class: inhibitors | ABC-DLBCL IkBa-CBG/CBR reporter, luminescence ratio, 4 h | 340,000 compounds, 0.05% hits; active means well fitted inhibition curve with a large enough effect in the signal ratio, with a control signal flat, not every such curve was filed as active; inconclusive means small, poorly fitted or top-dose-only effect, or effect the other way, or a change in a side signal; the % refers to the signal ratio;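 further: potency means the concentration at half of the fitted maximal effect; plate controls were basal doxycycline-induced cells for no effect and cells given 10 µM MG132 for full effect; MG132 reads +100%, hits lower the ratio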
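TMD8 ABC-DLBCL cells carrying doxycycline-inducible green luciferase fused to IkappaBalpha plus unfused red luciferase were exposed to compounds (up to 46 uM) for 4 hrs at 37C. Activity came from the overlap-corrected green/red luminescence ratio.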
PKM2 act: activators of human pyruvate kinase M2; purified PKM2, Kinase-Glo ATP luminescence, activation; response scale: 0% is enzyme alone, no compound; Potency, µM (titrated, usually from 57.5 µM), for inactives: top-dose activation, hits mostly activators; 260,000 compounds, 0.34% hits; further: potency means the concentration at half of the fitted maximal effect; on the % scale 0 is the no-effect control and ±100 the full control effect; nearly all actives have a fitted effect of over 55% in size
Target sequence (P14618 whole entry, looked up): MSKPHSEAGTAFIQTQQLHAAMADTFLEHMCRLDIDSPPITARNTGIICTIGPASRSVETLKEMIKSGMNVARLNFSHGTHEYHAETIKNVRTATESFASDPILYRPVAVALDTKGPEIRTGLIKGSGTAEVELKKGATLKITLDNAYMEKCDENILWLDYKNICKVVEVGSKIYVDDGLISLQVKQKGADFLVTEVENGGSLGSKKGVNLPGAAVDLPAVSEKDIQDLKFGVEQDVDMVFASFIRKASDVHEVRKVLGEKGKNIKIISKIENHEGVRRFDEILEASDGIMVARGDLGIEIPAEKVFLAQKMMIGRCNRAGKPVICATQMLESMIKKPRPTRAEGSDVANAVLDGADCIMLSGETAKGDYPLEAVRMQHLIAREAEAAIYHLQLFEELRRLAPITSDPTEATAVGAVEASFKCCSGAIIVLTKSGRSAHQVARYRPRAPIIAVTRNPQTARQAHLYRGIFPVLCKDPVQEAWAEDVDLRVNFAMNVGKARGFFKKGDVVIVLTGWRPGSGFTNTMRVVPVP
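hPK-M2, >95% pure; 0.1 mM ADP / 0.5 mM PEP final; imidazole pH7.2 buffer w/ 7 mM MgCl2, 50 mM KCl; 1 h RT; Kinase-Glo lum. Intermediate enzyme activity for dual inhibitor/activator qHTS.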
S-ASM inh: blocks human secretory acid sphingomyelinase; AID 504937; P17405; 340,000 compounds, 0.006% hits; Potency, µM (highest dose often 57.5 µM), for the others: at the top dose activity change, negative = inhibition, hits mostly inhibitors; placental ASM, HMU-PC fluorogenic substrate, 60 min; further: potency means the concentration at half of the fitted maximal effect
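HMU-PC0 cleavage (9 uM final) by human placental ASM, 60 min at 37 °C following 10 min compound exposure at RT; stopped at pH 10, fluorescence Ex 386/Em 447 nm.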
KCNH2 WT inh: inhibitors of human wildtype KCNH2 potassium channel | Q12809 | U2OS, BacMam KCNH2, thallium flux FluxOr; stronger effect = lower value | activity change, % at 1.84 µM | 340,000 compounds, 0.37% hits | AID 720551;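 active means maximum activity change below -70%; inconclusive means maximum activity change between -70% and -50%; inactive means maximum activity change above -50%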; further: on the % scale 0 is the no-effect control and ±100 the full control effect
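U2OS cells transduced with wild-type KCNH2 virus are loaded with FluxOr dye for 45 min, and thallium flux is measured in kinetic reads before and after stimulation buffer. Rate constants are normalized to DMSO controls.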
TSHR antag: blocks TSH signaling through the human TSH receptor; TSHR-expressing cells, TSH-stimulated cAMP HTRF, 2 h; stronger effect = lower value; activity change, negative = inhibition, % at 11.5 µM; 330,000 compounds, 0.2% hits; AID 504810;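 active means activity change below a set negative limit, meaning inhibition stronger than a set level, cut at about -70% in these data; inconclusive means activity change between two set negative limits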; further: on the % scale 0 is the no-effect control and ±100 the full control effect
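Antagonism was scored as loss of TSH-driven cAMP in TSHR cells, stimulated with 4nM TSH (EC80) for 2 hours at 37 deg C and detected by homogeneous HTRF competition immunoassay.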
Eya2 phos inh: inhibitors of human Eya2 phosphatase activity; O00167; recombinant Eya2, OMFP fluorescence dephosphorylation (OMFP is methylfluorescein phosphate); Potency, µM (highest dose often 76.9 µM), without a hit: at the highest dose activity, negative = inhibition, most hits filed as inhibitors; 330,000 compounds, 0.006% hits; AID 488837; further: potency means the concentration at half of the fitted maximal effect; on the % scale 0 is the no-effect control and ±100 the full control effect
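Eya2 (0.2 uM) preincubated 10 min at ambient with compound, then OMFP substrate added at 50 uM; 10 min reaction in 50 mM HEPES pH 7.5, 50 mM NaCl, 5 uM MgCl2, 0.05% BSA, 1 mM DTT. Fluorescence read at Ex 485/Em 525 nm.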
Menin-MLL TR inh: menin-MLL binding inhibition, Texas Red mutant peptide; Potency, µM (titrated, usually from 61.6 µM), for the others: top-dose FP activity change, negative = inhibition, hits mostly inhibitors; 270,000 compounds, 0.23% hits; AID 1768; Menin + Texas Red MLL mutant peptide, fluorescence polarization; active means well fitted inhibition curve with a large enough effect in the polarisation, with a control signal flat, not every such curve was filed as active; inconclusive means small, poorly fitted or top-dose-only effect, or effect the other way, or a change in a side signal; inactive means no such curve, though single readings can be large or run the other way; the % refers to the polarisation; further: potency means the concentration at half of the fitted maximal effect; % of control where 0% means no effect; many of its hits are not listed in these tables
Active calls of the source: *; ? = inconclusive; . = no result given; [ ] = another dose, or the depositor's remark. Unless noted, the call rests on the fitted dose curve; in most records, active means well fitted curve in the direction sought with a large enough effect; inconclusive means small, poorly fitted or top-dose-only effect, or another doubt; inactive means no such curve, though single readings can be large; an effect the other way counts as inactive or inconclusive. Some of the compounds tested, so the mix of outcomes need not match the whole.

SMILES	Mito fusion yeast	GALK inhibitor	MBNL1 CUG block	USP2a block	BCR signal inh	PKM2 act	S-ASM inh	KCNH2 WT inh	TSHR antag	Eya2 phos inh	Menin-MLL TR inh
Cc1n[nH]c(=O)c2c(NC(=O)CSc3ccc(F)cc3)oc(C)c12	-6%	.	.	5%	0%	.	1%	-27	-5	-40%	.
O=C1CN(C(=O)CN2C(=O)NC3(CCCCC3)C2=O)c2ccccc2N1	-1%	6%	-13%	1%	-16%	-17%	8%	12	39	2%	3%
CCCCc1c(CCC)c(=N)c2ccccc2n1C	-1%	.	-8%	2%	?	-9%	-3%	-2	-4	-6%	-8%
O=C(Nc1cccs1)OCCN1CCN(Cc2ccccc2)CCC1=O	-3%	.	17%	0%	3%	-3%	7%	9	-5	3%	-1%
C/C(=N\NS(=O)(=O)c1ccc(C)cc1)c1cccs1	1%	1%	2%	3%	14%	2%	-2%	4	-1	6%	-8%
Cc1ccc(CN2C(=O)CCC2C(=O)NCCCN2CCCC(C)C2)cc1 (stereo unspecified)	-1%	-1%	5%	1%	1%	7%	-1%	0	3	18%	4%
OC1(CNCc2ccccc2)C2CC3CC(C2)CC1C3 (stereo unspecified)	0%	0%	-9%	3%	-5%	2%	7%	-1	20	20%	.
O=C(Nc1nc2ccccc2[nH]1)c1ccccc1OC(F)F	-13%	1%	-5%	1%	?	-27%	-6%	-2	0	4%	9%
COc1cc2c(cc1NC(=O)COC(=O)[C@@H](NS(=O)(=O)c1ccccc1)C(C)C)oc1ccccc12	13%	1%	13%	0%	?	-2%	-7%	3	2	-4%	1%
Fc1ccc(NC(=S)Nc2ccccc2OC(F)F)cc1Cl	-4%	1%	-8%	-1%	24%	-5%	-4%	0	-4	-2%	13%
CC1(C)CC(=O)C(C2C3=C(CC(C)(C)CC3=O)OC3=C2C(=O)CC(C)(C)C3)=C(O)C1	1%	5%	-7%	-2%	1%	-4%	1%	0	-3	2%	.
CN(c1ccc(C(=O)NCc2ccccn2)cc1)S(=O)(=O)c1ccc(Cl)cc1	1%	-11%	-3%	2%	3%	5%	-7%	8	-13	-1%	.
COCCOC(=O)C1=C(C)Nc2ncnn2C1c1ccco1 (stereo unspecified)	-2%	5%	-6%	1%	1%	-1%	11%	2	5	7%	.
COc1cccc2c(N/N=C/c3ccco3)cc(C)nc12	5%	3%	-7%	-3%	-1%	-6%	6%	14	12	0%	-22%
N#CCCN1CCN(S(=O)(=O)c2ccc(S(=O)(=O)NC3CC3)cc2)CC1	-3%	4%	?	2%	0%	-18%	0%	-3	5	0%	4%
O=[N+]([O-])c1cccc(-c2csc(N/N=C/c3cccc(O)c3)n2)c1	2%	-5%	6%	1%	8%	11%	-7%	-6	-18	2%	?
COc1ccccc1CNC(=O)CSc1nnc2ccc(-c3cccnc3)nn12	5%	-2%	?	3%	1%	3%	3%	5	-4	3%	-3%
O=C(c1cc([N+](=O)[O-])cc([N+](=O)[O-])c1)N1CCN(Cc2ccc3c(c2)OCO3)CC1	2%	1%	.	-2%	-11%	-1%	6%	-4	-6	0%	-4%
CCOC(=O)C1=C(C)N=C2SC=C(C)N2C1c1ccc(OC)cc1 (stereo unspecified)	-3%	2%	0%	-1%	-3%	2%	39%[activator]	2	2	4%	1%
COC(=O)c1ccc(NC(=O)C2CCCN(S(=O)(=O)c3cnc[nH]3)C2)cc1 (stereo unspecified)	1%	1%	5%	3%	?	5%	-1%	2	6	-18%	0%
CC(=O)N/C(=C\c1ccccc1)C(=O)Nc1ccccc1C	-2%	-1%	-7%	8%	?	2%	3%	.	2	15%	2%
COc1ccc(S(=O)(=O)N2CCOC2CNC(=O)C(=O)NCCc2ccc(OC)c(OC)c2)cc1C (stereo unspecified)	-3%	-1%	-19%	2%	-1%	0%	-1%	2	-2	1%	-14%
CCCCNC(=S)N1CCN(c2ccccc2Cl)CC1	-15%	2%	-5%	0%	-10%	-3%	-1%	11	-9	10%	17%
CC(=O)c1ccc(N2CCN(C(=O)CCNC(=O)Cn3ccc4ccccc4c3=O)CC2)cc1	11%	0%	-1%	0%	0%	-2%	3%	-8	32	11%	?
Cc1ccc(C(=O)Nc2sc3c(c2C(=O)O)CCC(C)C3)o1 (stereo unspecified)	.	.	.	0%	?	.	10%	-24	-35	8%	.
Fc1ccc(/C=N/Nc2ncnc3nc[nH]c23)cc1F	-2%	.	13%	0%	?	3%	-2%	-6	35	-1%	-2%
COc1cccc(OC)c1C(=O)N1CCN=C1SCc1cccnc1	1%	0%	0%	0%	-2%	2%	4%	9	6	13%	2%
CCOC(=O)c1cccc(Nc2nc(C)cc(C)n2)c1	8%	4%	-1%	-1%	?	0%	1%	-6	-7	2%	6%
O=C(OCc1nnc(-c2ccccc2)o1)c1ccc(CO)cc1	-3%	8%	-6%	0%	-1%	0%	-1%	2	14	0%	-15%
Cc1nc2sc(-c3ccccc3)cc2c(=O)n1/N=C/N(C)C	-1%	2%	?	1%	?	-16%	3%	-7	2	-1%	9%
CC1CN(C(=O)C(c2ccccc2)c2ccccc2)CC(C)O1 (stereo unspecified)	1%	0%	3%	0%	?	-8%	1%	-6	-3	-4%	-7%
C=CCSc1nc2sc(C)c(C)c2c(=O)n1N	0%	2%	51%[activator]	1%	?	7%	-8%	14	-1	-1%	3%
COc1ccc(-c2nc(CN3CCCCC3c3cccnc3)c(C)o2)c(F)c1 (stereo unspecified)	0%	0%	-5%	4%	?	2%	-3%	-13	-3	4%	-19%
Cc1ccnc(NC(c2ccccn2)c2c(C)[nH]c3ccccc23)c1 (stereo unspecified)	-1%	-3%	0%	8%	?	1%	-1%	2	25	6%	0%
COc1ccc(/C=N/NC(=O)c2ccccc2[N+](=O)[O-])cc1CN1CCc2cc(OC)c(OC)cc2C1C (stereo unspecified)	-8%	3%	?	-1%	?	-1%	-2%	-13	1	0%	-4%
Cc1ccc(NC(=O)CN(C)C(=O)c2ccccc2Cc2ccccc2)cc1	2%	.	.	2%	-2%	.	-1%	5	2	-23%	.
OC(CN1C2=NCCCN2c2ccccc21)c1ccc2c(c1)OCO2 (stereo unspecified)	0%	-3%	-2%	1%	?	1%	2%	0	16	8%	8%
CCOC(=O)c1[nH]c(C)c(C(=O)OCC(=O)NC(=O)NC(C)(C)C)c1C	-4%	-1%	2%	0%	?	-6%	-3%	10	1	16%	9%
CC(O)c1nc(C(C)O)n(CC(=O)c2ccccc2)n1 (stereo unspecified)	-1%	.	.	2%	-2%	.	6%	11	-2	13%	.
CCNC(=O)CSc1nc2ccccc2c(=O)n1-c1cccc(OC)c1	5%	7%	-8%	3%	0%	1%	-1%	-11	6	0%	-3%
CC(C)(C)c1ccc(S(=O)(=O)NCC(=O)N2CCN(C(=O)c3ccco3)CC2)cc1	-1%	0%	-10%	2%	?	-2%	0%	-2	2	13%	21%
Cc1ccc(NS(=O)(=O)c2ccc3c(c2)NC(=O)C(C)C(=O)N3)cc1C (stereo unspecified)	1%	.	-7%	1%	6%	17%	-1%	-45	1	-11%	1%
Cc1cc(C)n2nc(C(=O)Nc3cccc(S(=O)(=O)N(C)c4ccccc4)c3)nc2n1	2%	-5%	-15%	2%	?	-2%	-8%	-5	4	9%	.
